DNA FID counter: counter-screen for HCV NS3 helicase inhibitors: DNA intercalator displacement; DNA fluorescent intercalator displacement, fluorescence; inhibition, % at 7.9 µM; 290,000 tested, 0.17% active; AID 1845; in the data active = inhibition above about 37%;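 also: 0% = vehicle and 100% = reference compound; higher means more ethidium bromide displaced from hairpin DNA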
HCV NS3 hel inh: inhibitors of Hepatitis C virus NS3 helicase. NS3 helicase DNA unwinding, Cy5 molecular beacon fluorescence. inhibition, % at 10.9 µM. 290,000 tested, 0.56% active. AID 1800;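 active = inhibition above the mean of all tested compounds plus 3 SD, set per campaign, cut at about 35% in these data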;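 also: 0% = DMSO wells and 100% = thioflavine S control wells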
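test system = hepatitis C virus NS3 helicase domain fragment enzyme | reagent = annealed dual-labelled DNA beacon duplex, ATP-started | times = 1 h at 25 °C | detection = Cy5 fluorescence, 0 and 60 min reads | read-out basis = percent inhibition from t60/t0 fluorescence ratio | control set = DMSO and thioflavine S | replication = one well per compound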
VIM-2 inh: blocks Pseudomonas aeruginosa VIM-2 metallo-beta-lactamase. AID 1527. 290,000 tested, 0.89% active. purified VIM-2, nitrocefin hydrolysis, epi-absorbance fluorescence. inhibition, % at 5.6 µM;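 active = inhibition above the mean of all tested compounds plus 3 SD, cutoff set per screening run, cut at about 7.5% in these data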;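 also: red hydrolysis product quenches plate fluorescence so inhibitors raise well fluorescence; 0% = enzyme with DMSO and 100% = DMSO without enzyme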
GPR7 antag: human neuropeptides B/W receptor 1 antagonism. 290,000 tested, 1.1% active. P48145. inhibition, % at 4.4 µM. AID 1861. GPR7-expressing cells, fluorescence antagonist assay; in the data active = inhibition above about 16%, passing the limit was not always enough;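 also: cells stimulated with the agonist NPW; 0% = agonist with vehicle and 100% = vehicle without agonist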
Target sequence (P48145 whole entry, looked up): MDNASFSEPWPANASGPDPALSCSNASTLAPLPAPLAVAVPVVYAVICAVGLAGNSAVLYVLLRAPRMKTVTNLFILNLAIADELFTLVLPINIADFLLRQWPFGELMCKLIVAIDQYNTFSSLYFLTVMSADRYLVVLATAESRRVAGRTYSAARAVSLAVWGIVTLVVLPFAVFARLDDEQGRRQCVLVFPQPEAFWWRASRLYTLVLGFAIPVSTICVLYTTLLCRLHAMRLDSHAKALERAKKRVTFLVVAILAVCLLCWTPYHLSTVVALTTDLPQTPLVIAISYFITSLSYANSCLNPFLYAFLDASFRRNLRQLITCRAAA
IMP-1 inhibitor: blocks Pseudomonas aeruginosa IMP-1 metallo-beta-lactamase; purified IMP-1, nitrocefin hydrolysis, epi-absorbance fluorescence; 290,000 tested, 0.45% active; inhibition, % at 5.6 µM;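 active = inhibition above the mean plus 3 SD of all compounds in the same screening run, cut at about 4.5% in these data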;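 also: 0% = IMP-1 with DMSO and 100% = DMSO wells lacking enzyme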
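System: purified IMP-1; amount: IMP-1 0.2 nM before substrate addition; compound: single dose, 5.6 µM; times: 25 °C, 15 min preincubation, 25 min reaction; signal: Epi-absorbance via hydrolysed-nitrocefin quenching of white-plate fluorescence, 480/530 nm, EDTA stop; benchmarks: DMSO with and without IMP-1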
GalR3 antagonist: antagonists of human GalR3; O60755; inhibition, % at 3 µM; HEK293 GalR3-CNG cAMP membrane potential fluorescence; galR3 body fused to GalR1 C-terminus; 360,000 tested, 0.44% active; AID 651719;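 active = inhibition above the screen-wide average plus 3 SD, cut at about 13% in these data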;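 also: forskolin and galanin both at EC90 stimulate the cells; cAMP rise reported by CNG channel membrane potential dye signal; 0% = forskolin plus galanin with DMSO and 100% = forskolin alone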
OXTR ag: agonists of human oxytocin receptor | CHO-OTR cells, Fluo-8 calcium fluorescence; normalized: DMSO 0%, oxytocin 100% | activation, % at 3 µM | 320,000 tested, 0.32% active;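 active = activation above the mean of all tested compounds plus 3 SD, cutoff set per screening run, cut at about 20% in these data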;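 also: peak over basal fluorescence ratio from a 100 s FLIPR kinetic read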
Target sequence (P30559 whole entry, looked up): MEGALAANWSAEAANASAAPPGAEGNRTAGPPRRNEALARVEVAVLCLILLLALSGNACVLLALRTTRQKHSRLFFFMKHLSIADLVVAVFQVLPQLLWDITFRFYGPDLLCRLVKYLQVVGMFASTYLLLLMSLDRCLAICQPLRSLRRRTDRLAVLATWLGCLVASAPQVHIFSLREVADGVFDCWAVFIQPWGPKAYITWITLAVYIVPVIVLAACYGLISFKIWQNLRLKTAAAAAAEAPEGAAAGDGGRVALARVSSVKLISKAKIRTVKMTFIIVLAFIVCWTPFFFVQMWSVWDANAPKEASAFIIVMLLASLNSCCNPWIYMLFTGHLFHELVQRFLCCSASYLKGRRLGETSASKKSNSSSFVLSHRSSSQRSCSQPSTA
V1aR counter: counter-screen for oxytocin receptor agonists: human V1a receptor agonists | CHO-V1R cells, Fluo-8 calcium fluorescence, agonist mode; 0% DMSO, 100% 3 nM vasopressin | 320,000 tested, 0.25% active | P37288 | activation, % at 3 µM;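 active = activation above the mean activation of all tested compounds plus 3 SD, per screening run, cut at about 20% in these data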;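 also: signal is peak over basal fluorescence ratio across a 100 second FLIPR read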
PHOSPHO1 inh: PHOSPHO1 (human) inhibition; AID 1565; 290,000 tested, 1.1% active; recombinant PHOSPHO1, absorbance phosphatase assay; Q8TCT1; inhibition, % at 13.3 µM; in the data active = inhibition above about 60%
Target sequence (Q8TCT1 whole entry, looked up): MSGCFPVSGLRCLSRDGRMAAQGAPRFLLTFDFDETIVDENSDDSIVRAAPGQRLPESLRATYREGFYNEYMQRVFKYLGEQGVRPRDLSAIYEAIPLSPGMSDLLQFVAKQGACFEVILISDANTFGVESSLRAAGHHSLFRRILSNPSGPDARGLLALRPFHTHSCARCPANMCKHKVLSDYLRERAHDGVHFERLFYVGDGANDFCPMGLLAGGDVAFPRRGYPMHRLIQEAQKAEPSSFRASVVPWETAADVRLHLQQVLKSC
An asterisk follows results filed as active; · = no result given.

no.	structure	GalR3 antagonist	OXTR ag	GPR7 antag	PHOSPHO1 inh	VIM-2 inh	DNA FID counter	HCV NS3 hel inh	IMP-1 inhibitor	V1aR counter
1	CN1CCN(c2nc(-c3ccccc3)nc(-c3ccc(F)cc3)c2C#N)CC1	-5	0.9	-2	15	-2.8	2	-6	-1.7	0.4
2	CCOc1ccc(-c2c(C(=O)N/N=C/c3ccc(C)o3)nnn2-c2nonc2N)cc1	-6	1.9	-9	20	0.1	-37	1	0.8	1.2
3	Cc1ccc(N=Nc2c(O)[nH]c3ccc(F)cc23)cc1	-1	1.0	-8	-13	-1.1	11	11	-2.6	2.0
4	O=C1N(Cc2cccnc2)C[C@@H]2C[C@@H](c3cccc(Oc4ccccc4)c3)N3CCC[C@@]123	6	3.2	-2	32	-1.5	-32	-11	-1.6	2.1
5	CN(C)CCCn1c(N)c(C#N)c2nc3ccccc3nc21	-5	0.9	-7	27	1.2	-6	12	-2.6	0.6
6	Cn1c2ccccc2c2cc(/C=N/NC(=O)c3cc(O)cc(O)c3)ccc21	-2	-2.1	-16	24	0.1	-18	23	-1.7	3.8
7	COc1ccc(-c2n[nH]c(C)c2-c2ccc(Cl)cc2)c(O)c1	-7	-1.4	-3	-44	-0.3	-5	-13	-0.1	-0.3
8	CC(Oc1ccccc1)c1ccnc2nc(N3CCOCC3)nn12 (stereo not given)	-4	-0.8	7	60*	3.7	-24	3	2.0	0.9
9	Cc1cc(C)cc(OCC(O)CN2CC(C)OC(C)C2)c1 (stereo not given)	-12	0.4	-4	-14	-0.2	-1	0	-2.8	0.3
10	O=c1nc2ccccc2c2n1CC(CN1CCN(c3ccc(F)cc3)CC1)N2 (stereo not given)	-5	0.2	-1	-30	0.1	2	-6	-0.9	0.4
11	CCCNC(=O)c1cccc(Br)c1	-6	-0.3	3	40	-1.7	0	4	-2.8	0.0
12	COc1cc(NC(=O)CSc2nnc3c(n2)[nH]c2ccc(S(=O)(=O)NC(C)C)cc23)cc(OC)c1OC	-1	0.6	-8	32	-3.3	-3	0	-3.6	3.0
13	CCCCCCCCCc1nc2sc3c(c2c(=O)n1NC(=O)c1ccc([N+](=O)[O-])cc1)CC(C)(C)OC3	-2	1.9	-3	-18	-0.1	-5	2	-1.5	4.3
14	O=C(CCN1C(=O)c2ccccc2C1=O)C1=NN[C@@H]2C(=O)N(c3ccc(F)cc3)C(=O)[C@H]12	-4	0.0	-8	-5	-4.7	-11	-7	-2.9	-0.1
15	Cc1csc(NC(=O)NCC2CCCC(CNC(=O)Nc3nc(C)cs3)C2)n1 (stereo not given)	-6	-1.3	2	46	-4.8	-28	-8	-1.8	0.7
16	NC(=O)Cn1c(=O)n(CCC(=O)NCCSCc2ccccc2)c(=O)c2ccccc21	3	1.3	-10	8	-4.1	-13	-7	-5.3	0.1
17	Cc1cc(C)cc(C(=O)NC2CC(C)(C)NC(C)(C)C2)c1	-1	-0.1	-18	8	-0.2	6	-4	-0.1	-0.5
18	COc1cc(/C(C)=N\NC(=O)CSc2nc3ccccc3n2C)ccc1O	1	1.4	-3	24	-4.0	-22	-11	-2.3	-0.7
19	NC(=O)Cn1cc(C(=O)c2cccs2)c2ccccc21	-5	0.3	2	-2	-4.7	-1	0	-3.3	1.4
20	COc1cc(/C=C2\N=C(c3ccccc3)NNC2=O)cc(OC)c1OC	-2	0.0	-1	8	-0.5	-8	9	-3.4	0.2
21	CCn1cc(C(=O)NCc2cccnc2)c(=O)c2cc(F)c(N3CCN(C(=O)c4ccco4)CC3)cc21	-5	-2.3	2	0	2.5	-23	-2	0.6	-0.1
22	Cc1cccn2c(=O)c(/C=N/O)c(NCc3ccccc3)nc12	-2	-2.6	-10	40	0.1	-10	6	-3.2	-0.5
23	COC(=O)CC1COc2ccccc2N1S(=O)(=O)c1ccc(OC)cc1 (stereo not given)	-13	-0.9	-9	33	-1.4	-25	-16	-3.1	1.1
24	COc1ccc(S(=O)(=O)N(C(=O)c2ccncc2)c2ccc(OC(=O)c3ccncc3)cc2)cc1	-4	0.1	-2	-20	-1.0	-6	0	-1.1	1.9

Single records, as listed above. Order of values: GalR3 antagonist	OXTR ag	GPR7 antag	PHOSPHO1 inh	VIM-2 inh	DNA FID counter	HCV NS3 hel inh	IMP-1 inhibitor	V1aR counter
Shown for Cc1csc(NC(=O)NCC2CCCC(CNC(=O)Nc3nc(C)cs3)C2)n1 (stereo not given) → -6	-1.3	2	46	-4.8	-28	-8	-1.8	0.7
Shown for Cc1cccn2c(=O)c(/C=N/O)c(NCc3ccccc3)nc12 → -2	-2.6	-10	40	0.1	-10	6	-3.2	-0.5

Additional entries follow.
no.	structure	GalR3 antagonist	OXTR ag	GPR7 antag	PHOSPHO1 inh	VIM-2 inh	DNA FID counter	HCV NS3 hel inh	IMP-1 inhibitor	V1aR counter
25	COC(=O)c1sccc1NC(=O)CCC1CCCC1	-2	-1.4	8	12	-0.8	-1	4	-1.0	0.2
26	CS(=O)(=O)N(CC(=O)NCc1ccco1)c1cc(C(F)(F)F)ccc1Cl	2	-1.7	-15	16	-3.9	-1	1	-3.3	0.0
27	O=C(CN(Cc1ccccc1)S(=O)(=O)c1ccccc1)N1CCOCC1	-3	0.6	-4	37	-2.4	-15	12	-3.9	-0.2
28	Cc1c(OC(C)C(=O)NCC2CCC(C(=O)O)CC2)ccc2c(-c3ccccc3)cc(=O)oc12 (stereo not given)	-4	-0.5	-5	14	-2.2	-41	-5	-2.5	1.1
29	Cc1ccc(C2(c3ccc(C)cc3)NC(=O)N(Cc3c(C)noc3C)C2=O)cc1	-1	-0.6	3	16	-3.8	-33	-22	-0.4	1.8
30	Cc1cc(N2C(=O)C3CC=CCC3C2=O)cc(C)c1Br (stereo not given)	-4	-2.1	-1	-4	0.1	-10	-5	0.6	-1.6
31	COc1ccc(Br)cc1C(=O)NC(=S)Nc1ccc2[nH]c(=O)[nH]c2c1	-9	0.2	-14	-17	-1.4	-7	1	-2.4	-0.2
32	C/C(=N/Nc1ncc(C(F)(F)F)cc1Cl)c1ccncc1	1	-1.8	-18	32	-3.1	-4	14	-3.6	0.5
33	Cc1cccc2nc(CSc3nncn3-c3ccccc3)cn12	0	-0.5	8	23	-0.1	-3	0	-0.7	0.6
34	COc1ccc(NC(=O)C2CCN(c3nc(C)nc4c3CCC4)CC2)cc1	0	3.5	·	3	·	·	·	·	4.6
35	O=C(O)COc1ccc(F)cc1Br	3	0.0	-8	8	-3.9	5	-13	-1.8	0.1
36	CCC(C)[C@H](NC(=O)NCc1cccs1)C(=O)OC (stereo not given in full)	-7	-1.4	0	1	-1.4	0	5	-0.8	1.0
37	Cc1ccc(N2CC(C(=O)NC(C)CCc3ccccc3)CC2=O)cc1 (stereo not given)	1	-1.3	-15	31	-0.8	-42	-2	0.4	-1.0
38	CCOC(=O)C1CCN(C(=O)COc2ccc(Br)cc2C)CC1	-2	1.7	-4	39	-2.6	-24	3	-2.5	-0.2
39	O=S(=O)(c1ccc(NC(=S)NN=C(Cc2ccccc2)Cc2ccccc2)cc1)N1CCOCC1	0	-2.9	-3	-51	-1.2	2	7	-3.1	-1.0
40	O=[N+]([O-])c1ccc(N=Nc2ccc(O)cc2O)cc1	1	6.6	1	25	-7.2	-2	5	0.0	0.8
41	CC(=O)N/N=C/c1ccccc1OCCOc1cccc(C)c1	-9	-1.8	-12	24	-0.2	-29	-2	-4.8	-1.0
42	CCC(=O)NNc1ncnc2c1cnn2C	2	0.5	-8	6	0.9	8	11	-2.7	1.6
43	O=C(O)c1ccc(N2C(=O)C3ON(c4ccccc4)C(c4ccccc4F)C3C2=O)cc1 (stereo not given)	1	0.7	-6	-7	0.1	-34	8	2.4	0.6
44	CCCCC(CCC(=O)Nc1ccc(C(=O)OC)cc1)C(=O)O (stereo not given)	2	0.7	-2	-7	0.4	-8	-1	-1.0	1.6
45	Cc1cccc(N2C(N)=NC(N)=NC23CCCCC3)c1	-5	0.2	-5	9	-3.2	10	6	-5.1	0.3
46	O=C(Cn1nnc(-c2ccncc2)n1)NCCc1ccccc1	-1	0.1	-10	10	-2.5	-5	-2	-2.6	0.0
47	S=c1[nH]nc(C2CCCCC2)n1/N=C/c1cccs1	-2	-2.2	-3	6	-2.3	-13	7	-3.4	-1.1
48	C=CCNC(=O)c1onc(CSc2ccccc2C)c1C(=O)O	1	0.1	-15	37	-3.9	-15	3	-2.7	0.6
49	Cc1ccc(C(=O)Nc2nc(C)c(C(=O)N(C)C)s2)o1	-2	0.4	-8	-4	-3.0	-4	2	-3.8	0.4
50	O=S1(=O)C[C@@H]2N=C(N/N=C/c3ccccc3)S[C@@H]2C1	-3	-0.2	-8	27	-2.5	0	-3	-3.0	-0.9
51	CCCCNC(=S)NNC(=O)c1nn(C)c(C)c1Cl	-5	-0.8	-15	-16	-1.1	-5	1	-1.4	0.2
52	Cc1ccc(N2C(=O)CN(Cc3cccs3)C2=S)cc1C	-5	-1.1	-1	16	-2.9	0	6	-1.1	1.2
53	CC1CCCCN1C(=O)Nc1cccc(C(F)(F)F)c1 (stereo not given)	-4	-0.3	-10	-5	-2.3	-5	16	-1.4	-0.1
54	CCN(CC)CC(=O)NN(Cc1ccccc1)c1ccccc1	-3	-1.3	-10	42	-4.8	4	-2	-4.6	-0.7
55	O=C(O)Cn1cnc2ccccc2c1=O	0	0.9	-6	15	-0.6	5	0	-2.8	1.0
56	Cc1ccc(NC(=O)CSCC(=O)NC2CCCCC2)cc1	-12	-2.8	-7	0	-2.8	-11	-7	-2.1	1.2
57	CCn1nc(C)c(NC(=O)/C=C/c2ccc(OC)c(COc3ccc(Cl)cc3Br)c2)c1C	-6	0.3	5	4	-1.3	1	8	-2.2	0.1
58	Cc1cc(SCc2ccccc2Cl)nc(=O)[nH]1	1	-1.8	-2	36	-0.1	-27	5	-1.1	-0.3
59	COc1ccc2[nH]c(C)c(CCN(Cc3cccs3)C(=S)Nc3ccc(F)cc3)c2c1	·	1.7	2	-38	-0.3	-3	-7	-2.6	2.2
60	c1ccc(Oc2nc(Oc3ccccc3)nc(N3CCOCC3)n2)cc1	-2	-1.9	0	11	-2.9	-7	2	-1.2	0.2
61	O=C(Nc1nccs1)C1CCCN1S(=O)(=O)c1cccc2cccnc12 (stereo not given)	-1	0.3	-5	3	-1.8	-7	-3	-4.8	-0.2
62	COc1ccc(OCc2cc(C(=O)N3CCN(CC(=O)N(C)C)CC3)no2)c(Cl)c1	-10	1.4	-19	24	0.9	-31	17	1.3	2.5
63	Cc1ccc(-c2n[nH]c3c2C(c2cccc(O)c2)N(c2ccc(C(=O)O)cc2)C3=O)cc1 (stereo not given)	-4	0.3	-15	27	-3.3	-36	7	-3.6	0.0
64	COc1ccc(Cc2nc3ccc(C(=O)N(C)CCCN4CCOCC4)cc3o2)cc1	-9	0.2	4	12	0.2	-10	-13	-4.4	0.2
65	COc1ccccc1NC(=O)Cn1cnc2c(oc3ccccc32)c1=O	-4	2.1	-9	2	-1.4	0	-6	-3.5	0.9

Screening data (PubChem)

Random draw from the library; overall some 4.3% were active at least once.
